# D2 ag: agonists of human D2 dopamine receptor; hit rate 0.53% among 340,000; AID 485358; P14416; HEK293 T-REx D2 cells, calcium flux agonist mode; activation, % at 2 µM;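 active = activation over 3 SD above normal in the single-dose calcium agonist read, cut at about 30% in these data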; also: 0% is about no effect
# Target sequence (P14416 whole entry, looked up): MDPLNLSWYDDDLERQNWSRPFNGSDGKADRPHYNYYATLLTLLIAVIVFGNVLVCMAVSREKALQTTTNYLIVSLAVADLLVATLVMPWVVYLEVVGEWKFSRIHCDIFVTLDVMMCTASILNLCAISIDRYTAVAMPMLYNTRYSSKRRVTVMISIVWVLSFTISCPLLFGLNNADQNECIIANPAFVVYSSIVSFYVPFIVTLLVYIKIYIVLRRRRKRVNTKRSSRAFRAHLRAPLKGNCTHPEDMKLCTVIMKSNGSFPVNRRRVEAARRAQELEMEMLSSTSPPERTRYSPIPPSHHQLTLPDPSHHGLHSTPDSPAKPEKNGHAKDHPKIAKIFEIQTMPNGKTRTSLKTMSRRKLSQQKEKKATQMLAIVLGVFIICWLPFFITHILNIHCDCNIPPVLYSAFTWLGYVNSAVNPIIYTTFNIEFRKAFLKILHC
#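 Agonism is scored from calcium flux in a force-coupled, inducible HEK293 cell line expressing D2, read kinetically for 180 s after compound addition against dopamine controls.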
# Vif-APOBEC3F blk: inhibitors of Vif-A3F interaction; HeLa A3F-eYFP + Vif (tagged APOBEC3F with the HIV-1 protein that degrades it), YFP fluorescence increase; Potency, µM (highest dose often 46.1 µM), for inactives: top-dose activity, negative = active; hit rate 0.2% among 390,000; also: potency is read from the fitted curve at half-maximal effect; % of control where 0% means no effect; nearly all actives have a fitted effect of over 65% in size
#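 HeLa cells stably expressing Vif plus C-terminally eYFP-tagged A3F were seeded, incubated overnight at 37 deg C, dosed with compound, incubated overnight again at 37 deg C. Yellow fluorescence (Ex 488/Em 500-530) reported blocked Vif-mediated A3F-eYFP degradation.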
# Vif-A3G inh: blocks the Vif interaction with human APOBEC3G; HeLa A3G-eYFP + Vif (tagged APOBEC3G with the HIV-1 protein that degrades it), YFP fluorescence, overnight; Potency, µM (series often up to 46.1 µM), for the others: at the top dose activity, negative = active, hits mostly inhibitors; hit rate 0.076% among 410,000;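 also: potency is read from the fitted curve at half-maximal effect; % is scaled to controls: 0 for no effect and ±100 for the full control effect; nearly all actives have a fitted effect of over 60% in size; hits raise eYFP signal because A3G escapes Vif-driven loss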
# Target sequence (Q9HC16 whole entry, looked up): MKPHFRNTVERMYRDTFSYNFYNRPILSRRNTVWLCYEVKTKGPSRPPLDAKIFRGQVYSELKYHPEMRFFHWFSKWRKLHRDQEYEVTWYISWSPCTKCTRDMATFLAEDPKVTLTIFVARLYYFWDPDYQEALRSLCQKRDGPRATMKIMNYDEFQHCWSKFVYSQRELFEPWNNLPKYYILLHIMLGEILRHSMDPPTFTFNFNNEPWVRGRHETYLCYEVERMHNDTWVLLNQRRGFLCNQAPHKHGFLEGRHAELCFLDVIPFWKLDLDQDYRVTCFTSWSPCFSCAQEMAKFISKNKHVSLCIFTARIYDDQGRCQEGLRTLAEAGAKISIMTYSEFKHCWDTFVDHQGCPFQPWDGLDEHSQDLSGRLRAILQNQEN
#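 HeLa cells stably expressing Vif and C-terminally eYFP-tagged A3G, seeded overnight at 37 deg C, then exposed to compound by pintool overnight at 37 deg C. Rise in yellow fluorescence (Ex 488/Em 500-530, Acumen) marks blocked Vif-driven A3G degradation.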
# D2 antag: D2 dopamine receptor (human) antagonism. HEK293 TREx D2 cells, calcium flux, dopamine EC80. inhibition, % at 10 µM. hit rate 2% among 340,000. P14416. AID 485344; in the data active = inhibition above about 30%; also: 0% is about no effect
#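 Tetracycline-induced HEK293 TREx cells expressing D2 receptor forced-coupled to calcium signalling, loaded with no-wash calcium dye. Compounds added and calcium flux read 180 s, then dopamine added at EC80 and read a further 180 s.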
# RGS4 inhibitor: inhibitors of human regulator of G protein signaling 4. P49798. Transcreener GDP fluorescence polarization, RGS4-accelerated GTP hydrolysis. Potency, µM (titrated, usually from 114 µM), without a hit: at the highest dose activity change, negative = inhibition, most hits filed as inhibitors. hit rate 0.039% among 390,000. AID 504845; also: potency is read from the fitted curve at half-maximal effect; % is scaled to controls: 0 for no effect and ±100 for the full control effect; nearly all actives have a fitted effect of over 75% in size; some results filed as inactive show a strong effect at the top dose
# Target sequence (P49798 whole entry, looked up): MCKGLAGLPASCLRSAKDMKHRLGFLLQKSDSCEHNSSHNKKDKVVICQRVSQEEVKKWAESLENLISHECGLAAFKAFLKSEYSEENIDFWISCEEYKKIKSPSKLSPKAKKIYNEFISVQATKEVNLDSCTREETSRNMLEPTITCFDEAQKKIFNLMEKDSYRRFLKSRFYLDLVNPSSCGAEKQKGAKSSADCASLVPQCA
#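 MLSMR compounds (23 nl, pin-transferred) preincubated 10 min at room temperature with a 500nM (2x) first reagent, then RGS4 at 900nM (2x) plus Transcreener GDP mix added; fluorescence polarization (620/688 nm) read before and after 90 min at 30 °C.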
# GRP78 ERSR act: ER stress response induction in glioma. Potency, µM, for the others: at the highest dose activation, hits mostly activators. hit rate 0.02% among 420,000. U87-MG GRP78 promoter luciferase reporter, 16 h; also: potency is read from the fitted curve at half-maximal effect; series mostly up to about 76 µM; % of control where 0% means no effect; nearly all actives have a fitted effect of over 35% in size
#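 Stably transfected U87-MG glioma cells carrying a GRP78-based luciferase sensor; 16 h compound incubation. Luminescence end-point read 10 min after Bright-Glo addition at room temperature.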
# ERG-DNA inh: blocks human ERG Ets domain binding to DNA; fluorescence polarization, His-ERG Ets domain / labelled DNA; Potency, µM (top dose mostly 76.9 µM), for the others: at the top dose FP activity, negative = inhibition, hits mostly inhibitors; hit rate 0.028% among 370,000; AID 624246; active = well fitted inhibition curve with a large enough effect in the polarisation, with a control signal flat; inconclusive = small, poorly fitted or top-dose-only effect, or effect the other way, or a change in a side signal; inactive = no such curve, though single readings can be large or run the other way; the % refers to the polarisation;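 also: polarization taken with two DNA probes labelled with fluorescein and Texas red; potency is read from the fitted curve at half-maximal effect; % of control where 0% means no effect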
#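 His-tagged ERG Ets domain (1 uM in the protein solution; 300mM KCl, 50mM Tris-HCl, 1mM EDTA, 1mM DTT, pH 7.5) received compound, then a probe mix of 5 nM fluorescein-DNA and 100nM Texas-615-DNA. Fluorescence polarization was read for both dyes.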
# LDHA block: inhibitors of human lactate dehydrogenase A | hit rate 0.15% among 480,000 | purified LDHA, NADH/diaphorase-resazurin fluorescence; hits give low values | P00338 | activity change, % (values are at about 110 or 230 µM); in the data active = activity change below about -30%; inconclusive = mostly about -25% to -30%;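 also: plate controls were DMSO wells for no effect and wells without enzyme for full effect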
#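 Remaining NADH was detected by diaphorase (0.133 mg/mL) converting 37 µM resazurin to fluorescent resorufin, read at 0 and 20 minutes. The preceding 5-minute room-temperature reaction used 2 nM LDHA, 0.2 mM sodium pyruvate and 0.06 mM NADH at pH 7.4.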
# ALOX12 inh: blocks human arachidonate 12S-lipoxygenase | Potency, µM (doses to about 108 µM), without a hit: at the highest dose activity change, negative = inhibition, actives largely listed as inhibitors | AID 1671190 | hit rate 1.1% among 580,000 | purified 12hLO, xylenol orange hydroperoxide absorbance; also: potency is read from the fitted curve at half-maximal effect; % is scaled to controls: 0 for no effect and ±100 for the full control effect
#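 Hydroperoxide product was detected by ferrous iron/xylenol orange as the 573 to 405 nm absorbance ratio. Arachidonic acid at 40 uM (final) was turned over for 30 min at room temperature by 150 nM human 12hLO, pH 7.0 Hepes buffer, after 15 min compound preincubation.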
# An asterisk follows results filed as active; ? = inconclusive; · = no result given; & = joins results of further samples; [ ] = remark or other dose. Unless noted, calls follow the shape of the dose curve; as a rule, active = well fitted curve in the direction sought with a large enough effect; inconclusive = small, poorly fitted or top-dose-only effect, or another doubt; inactive = no such curve, though single readings can be large; an effect the other way counts as inactive or inconclusive. The list is partial; the hit share may differ from the screen's.
SMILES,D2 ag,Vif-APOBEC3F blk,Vif-A3G inh,D2 antag,RGS4 inhibitor,GRP78 ERSR act,ERG-DNA inh,LDHA block,ALOX12 inh
COc1ccc(C(=O)Nc2ccnn2C2CCN(CC3CC=CCC3)CC2)cc1 (configuration not stated),0.4,2%,-1%,5,-39%,-6%,-9%,-5,-8%
CC(C)(C)c1cc(NC(=O)C2(C)CCN2C(=O)C2(c3ccccc3)CCCC2)no1 (configuration not stated),·,·,1%,·,·,-4%,·,4,-22%
O=C(NNc1ncnc2sccc12)c1ccc(Cl)cc1,-0.7,4%,-1%,6,12%,-1%,3%,-10,455%[activator]
CCN(CC)c1ccc(NC(=O)c2c(C)noc2C)cc1,·,0%,2%,·,-20%,?,9%,-2,433%[activator]
O=C(C[n+]1ccncc1)c1ccccc1,-0.3,1%,2%,3,-31%,-2%,-10%,6,?
O=C(CCCc1c[nH]c2ccccc12)N[C@@H](Cc1c[nH]c2ccccc12)C(=O)O,-1.2,1%,-6%,9,11%,0%,-10%,-10,0%
COC(=O)c1ccc(N2NC(=O)/C(=C/c3cc(OC)c(O)c(OC)c3)C2=O)cc1,0.0,-4%,0%,-14,-34%,-4%,-7%,15,0%
O=S(=O)(c1ccc2ccccc2c1)N1CCN(C(=S)Nc2ccccc2F)CC1,0.8,3%,-2%,5,9%[11.4 µM],5%,-2%,-18,?
COc1ccc(C)cc1Nc1nc(-c2c[nH]c3ccccc23)cs1,0.3,0%,-20%,-5,?,-3%,10%,-3,?
Cn1c(=O)c2c(nc(N3CCOCC3)n2CCCNC2=NCCCCC2)n(C)c1=O,-0.1,3%,0%,4,-7%,-2%,-12%,0,-10%
Cc1cc(C)c2nc(NC(=O)c3cc(C)on3)sc2c1,-1.1,·,-2%,-15,19%,2%,-1%,-3,69%[activator]
O=S(=O)(Nc1cccc(C(F)(F)F)c1)c1cnc[nH]1,0.7,-6%,2%,-5,2%[11.4 µM],-8%,5%,-6,0%
COc1ccc(NC(=O)Cn2nc(Cc3cccnc3)c3ccccc3c2=O)cc1OC,-0.9,1%,-1%,0,27%,-1%,3%,-7&-7,-24%&9%
CCOC(=O)c1oc2c(CN3CCCCC3C)c(O)ccc2c(=O)c1-c1ccc(OC)c(OC)c1 (configuration not stated),1.1,-1%,-1%,-25,2%,-2%,-4%,-18,-24%
CCc1n[nH]c(=S)n1/N=C/c1cccc2ccccc12,0.5,5%,-9%,19,-37%,-1%,8%,4,?
Cn1c(=O)nc2n(-c3ccc(Cl)c(Cl)c3)c3cc(Cl)ccc3cc-2c1=O,-0.5,2%,4%,·,4%,-3%,1%,0,?
O=C(c1ccccc1)N1N=C(C(F)(F)F)CC1(O)c1ccc(F)cc1 (configuration not stated),-0.4,-11%,1%,-27,3%,-1%,-19%,-3,27%
CCN(CC)CCCN(C(=O)c1ccco1)c1nc(-c2ccc(C)cc2)cs1,-0.2,-2%,2%,-19,11%,0%,6%,-5,?
O=C(Nc1ccc(S(=O)(=O)N2CCCCC2)cc1)c1ccc(=O)[nH]c1,0.0,3%,1%,-1,24%,-3%,5%,-6,?
O=C(NN1CCOCC1)c1cc(S(=O)(=O)Nc2cccc(C(F)(F)F)c2)ccc1Cl,0.3,-25%,-6%,20,9%,-3%,0%,-3,-1%
CCOc1ccccc1C(=O)NC(C(=O)NCCc1ccccn1)C(C)C (configuration not stated),·,-10%,-1%,·,17%,-5%,-7%,-12,2%
CCOCC(=O)Nc1nc2ccc(S(C)(=O)=O)cc2s1,-0.6,-22%,0%,3,-42%,1%,-3%,-14,0%
CC(C)COc1ccc(C2=NC(c3ccncc3)=Nc3ccc(F)cc3N2)cc1,-0.4,-7%,2%,·,5%,-4%,-17%,4,-1%
Cc1ccc(Cn2c(=N)c(C(=O)NC3CCCC3)cc3c(=O)n4ccccc4nc32)cc1,-0.1,0%,1%,3,-6%,3%,-4%,0,·
COc1cc(C2C(C(=O)c3ccc(C)o3)=C(O)C(=O)N2Cc2ccccc2)ccc1O (configuration not stated),0.1,0%,2%,25,10%,0%,17%,3,?
Cc1ccc(S(=O)(=O)c2nc(S(C)(=O)=O)sc2N2CCCC2)cc1,0.0,2%,0%,-14,1%,-2%,-7%,-8,-3%
O=C(NCc1ccc(Cl)c(Cl)c1)c1cc(C2CCCCN2C(=O)c2ccccn2)on1 (configuration not stated),·,·,0%,·,·,-4%,·,-13,1%
O=C(COc1cccc(C(F)(F)F)c1)Nc1nnc(C2CC2)s1,·,-9%,-1%,·,-13%,-5%,3%,-4,-35%
NC(=O)c1cccc(Nc2nc(C(N)C3CCCCC3)cs2)n1 (configuration not stated),·,·,-1%,·,·,-2%,·,-9,3%
CC(C)=CC(=O)OCC(=O)Nc1ccc(F)cc1Cl,1.0,·,2%,4,37%,-10%,-5%,-3,16%
Cc1ccccc1NC(=O)N1CCCC(c2nc(-c3ccc(F)cc3)no2)C1 (configuration not stated),0.4,-4%,2%,19,7%,0%,-25%,-4,9%
Cc1cc(C)cc(Nc2c3c(nc4ncnn24)CCC3)c1,-0.9,-2%,?,11,-26%,-2%,-3%,-4,0%
CCOc1ccc(-c2cc(CCCC(=O)NCCc3ccc(Cl)cc3)no2)cc1,0.0,-4%,-2%,·,5%,-7%,-4%,0,0%
O=C(NNC(=O)c1ccc[nH]1)c1cccc(C(F)(F)F)c1,-0.3,-4%,1%,-3,20%,-2%,-2%,-3,0%
CCOC(=O)c1c(NC(=O)C2c3ccccc3Oc3ccccc32)sc(C)c1CC,0.4,3%,-2%,·,-17%,-1%,12%,-1,-13%
CCc1nnc(NC(=O)c2ccc(-c3ccccc3Cl)o2)s1,-0.7,0%,-1%,-16,-10%,4%,-4%,0,0%
CCCOc1ccc(N/C=C/C(=O)c2ccc(OC)c(OC)c2)cc1,-0.3,-1%,-20%,11,-36%[56.9 µM],-4%,5%,4,9%
Cc1onc(-c2ccccc2)c1C(=O)OCCOc1ccccc1F,1.7,-8%,-2%,38*,?,2%,10%,5,-9%
O=C(Nc1nnc(-c2ccncc2)s1)Nc1ccccc1F,-0.2,3%,-8%,-2,-34%,-4%,0%,-16,7%
COc1ccc(OCC(=O)NCc2ccc3c(c2)CCN3C(=O)c2ccccc2)cc1,0.7,-5%,-27%,·,10%,-2%,0%,-2,-4%

# Of the compounds above, these have a thiophene ring, fused or not:
SMILES,D2 ag,Vif-APOBEC3F blk,Vif-A3G inh,D2 antag,RGS4 inhibitor,GRP78 ERSR act,ERG-DNA inh,LDHA block,ALOX12 inh
O=C(NNc1ncnc2sccc12)c1ccc(Cl)cc1,-0.7,4%,-1%,6,12%,-1%,3%,-10,455%[activator]
CCOC(=O)c1c(NC(=O)C2c3ccccc3Oc3ccccc32)sc(C)c1CC,0.4,3%,-2%,·,-17%,-1%,12%,-1,-13%

# More compounds follow:
SMILES,D2 ag,Vif-APOBEC3F blk,Vif-A3G inh,D2 antag,RGS4 inhibitor,GRP78 ERSR act,ERG-DNA inh,LDHA block,ALOX12 inh
CCn1c(SCc2ccccc2)nc2ccccc2c1=O,·,-16%,3%,·,-1%,-7%,0%,-4,39%
NS(=O)(=O)c1ccc(NC(=O)Nc2cccc(Cl)c2)cc1,-4.2,-6%,-14%,1,-25%,1%,15%,-8,?
N#Cc1cc(C#N)c(N2CCN(c3ccccn3)CC2)nc1N,0.8,-24%,-4%,2,-40%,3%,6%,-3,16%
CN(CC(=O)Nc1ccc(Cl)cc1)C(=O)c1ccc(N2CCCC2=O)cc1,·,5%,1%,·,10%,-2%,8%,-7,129%[activator]
Cc1cccc(CC(C)NC(=O)c2cc(COc3ccc(C)c(C)c3)on2)n1 (configuration not stated),-1.0,-1%,0%,-6,1%,3%,-3%,-2,15%
Cc1cc(C)c(S(=O)(=O)Nc2ccccc2-c2ccccc2)c(C)c1,-0.1,0%,-4%,19,-26%,-6%,-1%,0,-16%
CCSCc1nc2ccccn2c1Br,1.3,-1%,-2%,0,-19%,-5%,-9%,0,-16%
CN(C)c1ccc(CN(Cc2ccco2)C(=O)c2ccc(F)cc2)cc1,1.7,·,·,·,-25%,·,0%,9,-30%
Cc1cc(C)cc(C(=O)N/N=C/c2ccoc2)c1,·,-6%,?,·,5%,4%,12%,1,0%
O=C(c1ccc(F)cc1)c1cccc(C(=O)c2ccc(F)cc2)n1,·,6%,0%,·,-4%,-4%,·,-2,-5%
COC(=O)c1cc2ccsc2n1CC(=O)Nc1cc(C)cc(C)c1,0.0,-1%,-2%,4,-4%,0%,2%,-9,7%
CCOC(=O)c1[nH]ncc1CN1CCN(Cc2ccccc2)C(CCO)C1 (configuration not stated),-0.3,4%,-2%,-12,6%,0%,11%,-2,16%
COc1ccc(C(C#N)c2ccc(=O)[nH]n2)cc1 (configuration not stated),·,3%,2%,·,-4%,1%,1%,0,-7%
Cc1ccc(S(=O)(=O)N2CCN(Cc3cc(Br)ccc3O)CC2)cc1,-0.6,-5%,3%,·,9%,-2%,1%,-3,-6%
COc1ccc2[nH]c(C)c(C(=O)CN3CCc4cc(OC)c(OC)cc4C3)c2c1,-0.3,-28%,-1%,-8,26%,-7%,10%,-2,30%
Cc1oc2ccc(OCc3ccc(F)cc3Cl)cc2c1C(=O)O,-0.7,-9%,-5%,-3,15%,1%,3%,-3,-8%
O=C(CCC(=O)N1CCN(c2ccc(F)cc2)CC1)c1ccc(Cl)cc1,0.1,-2%,1%,11,-21%,2%,4%,-3,?
